CASP6 VEID inh = human caspase-6 inhibitors, primary screen, biochemical, VEID-R110 fluorescence, single point, set 2 | P55212 | purified caspase-6, Z-VEID-R110 cleavage fluorescence | inhibition, % at 12.5 µM | 350,000 compounds, 0.53% hits | AID 686996, 2013;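 active = mean inhibition across replicates at least about 35%, with every replicate also reaching that limit, limit read from the data; inconclusive = only one of the two criteria met; inactive = neither criterion met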;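 also: 0% = median of neutral control wells and 100% = no fluorescence left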
Target sequence (P55212 24-179 limits assumed): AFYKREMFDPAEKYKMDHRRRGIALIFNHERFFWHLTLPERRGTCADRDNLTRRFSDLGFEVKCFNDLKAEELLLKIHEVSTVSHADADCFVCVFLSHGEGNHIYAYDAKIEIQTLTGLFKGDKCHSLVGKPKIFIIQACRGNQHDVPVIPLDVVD
Target sequence (P55212 194-293 limits assumed): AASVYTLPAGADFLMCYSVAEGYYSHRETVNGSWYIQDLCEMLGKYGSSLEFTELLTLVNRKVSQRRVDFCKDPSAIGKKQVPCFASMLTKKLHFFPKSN
DENV2 CPE = inhibitors of DENV2 cytopathic effect, primary screen, cell-based, plate reader, single concentration; DENV2-infected cells, cytopathic effect rescue; CPE inhibition, % at 9.99 µM; 350,000 compounds, 1.7% hits; AID 651640, 2012; in the data active = CPE inhibition above about 20%, passing the limit was not always enough; inconclusive = no clear call, values can overlap the other calls; tested in BHK-21 cells;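 also: 0% = median of neutral control wells and 100% = median of positive control wells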
SIRT5 block = SIRT5 desuccinylase inhibitors, primary screen, biochemical, fluorescence imaging, single point, set 5. NAD-dependent protein deacylase sirtuin-5, mitochondrial (Homo sapiens), Q9NXA8. Purified SirT5, succinyl-peptide AMC, trypsin-coupled fluorescence. inhibition, % at 15 µM. 330,000 compounds, 1.1% hits; in the data active = inhibition above about 15%; inconclusive = no clear call, values can overlap the other calls
Target sequence (Q9NXA8 whole entry, looked up): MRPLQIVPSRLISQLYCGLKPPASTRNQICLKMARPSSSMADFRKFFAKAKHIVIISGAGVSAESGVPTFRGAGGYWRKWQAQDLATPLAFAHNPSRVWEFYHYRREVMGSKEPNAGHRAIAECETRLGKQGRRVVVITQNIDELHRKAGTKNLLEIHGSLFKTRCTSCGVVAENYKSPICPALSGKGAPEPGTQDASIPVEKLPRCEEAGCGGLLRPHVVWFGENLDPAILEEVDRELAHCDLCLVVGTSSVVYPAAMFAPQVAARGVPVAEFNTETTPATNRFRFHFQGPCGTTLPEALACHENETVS
LGR2 inh = inhibitors of bursicon-induced LGR2 CRE-luciferase signal, primary screen, cell-based, HEK293, CRE-luciferase reporter, bursicon stimulation. bursicon-stimulated, 4 h. 380,000 compounds, 0.35% hits. inhibition, % at 9.99 µM. Drosophila bursicon receptor LGR2 (rickets);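 active = drop in luminescence signal, shown as inhibition above about 50% in the replicate tests, limit read from the data, passing the limit was not always enough; inconclusive = probably only some replicates passing the limit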;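 also: agonist challenge used bursicon conditioned medium at about half maximal strength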
PAX8 reporter = inhibitors of PAX8-driven TPO luciferase reporter, primary screen, RMG-I cells, single concentration | SteadyGlo, 24 h | inhibition, % at 12.6 µM | 360,000 compounds, 1.2% hits | AID 652154, 2013;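 active = mean replicate inhibition at least 60% with every replicate also reaching 60%; inconclusive = only one of the two criteria is met; inactive = mean below 60% and not all replicates reaching 60%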;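 also: luciferase light reporting Pax8 driven TPO promoter activity; plate controls were median of neutral control wells for no effect and mitoxantrone controls for full effect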
EWS-Fli inh = EWS/Fli-driven NR0B1 reporter inhibitors, primary screen, A673 cells, NR0B1 luciferase, luminescence, MLPCN library; viability-normalised; inhibition, % at 12.6 µM; 350,000 compounds, 0.67% hits; AID 651661, 2012;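 active = mean inhibition of at least 50% after viability correction, with every replicate also passing that limit; inconclusive = mean reaches 50% but only one of two replicates passes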;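 also: firefly luciferase signal divided by Alamar Blue viability fluorescence both relative to DMSO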
ARNT-TACC3 inh = disruptors of ARNT/TACC3 protein interaction, primary screen, biochemical, AlphaScreen, single concentration; Transforming acidic coiled-coil-containing protein 3 (Homo sapiens), Q9Y6A5; inhibition, % at 9.99 µM; 390,000 compounds, 0.66% hits; AlphaScreen His-ARNT PAS-B/GST-TACC3 binding, luminescence; TACC3 fragment carries E629A point mutation;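 active = mean inhibition of replicates at least 50% and at least half of replicates each reaching 50%; inconclusive = half or more replicates reach 50% but mean below 50%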;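 also: 0% = complete ARNT plus TACC3 wells and 100% = ARNT alone without TACC3; many hits fall short of the cut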
The depositor's hits bear a star; ? = inconclusive; / = not tested or not shown; & = joins results of further samples.

Structure	LGR2 inh	PAX8 reporter	SIRT5 block	DENV2 CPE	ARNT-TACC3 inh	CASP6 VEID inh	EWS-Fli inh
CC1(C(=O)Nc2ccc3c(c2)OCCO3)CCN1C(=O)c1ccco1 (centres undefined)	1	-23	-4	-13	/	2	-8
Cc1ccc([C@H]2C[C@]34CN(Cc5ccccc5)S(=O)(=O)[C@H]3C[C@H]2O4)cc1	4	-5	-3	-8	/	-4	5
COC(=O)C1(C(=O)OC)NOC2C(=O)N(N(C)c3ncc(C(F)(F)F)cc3Cl)C(=O)C21 (centres undefined)	16	-3	1	-1	-4	1	1
O=C(O)CC(Cn1cnnn1)c1ccccc1 (centres undefined)	-1	4	/	5	/	-2	5
O=C(CCc1nnc2ccc(NCc3ccco3)nn12)Nc1ccc(F)cc1F	5	8	-14	-1	-14	4	9
C[C@H](CO)N1C[C@H](C)[C@@H](CN(C)Cc2ccccc2)Oc2c(NC(=O)C3CC3)cccc2C1=O	7&5	-2&25	-1&0	14&-7	7&-2	1&-6	4&4
CCN(CC)S(=O)(=O)c1ccc(-c2cn3ccccc3n2)cc1	6	-70	/	5	/	2	-58
C[C@@H]1CN([C@@H](C)CO)C(=O)Cc2cc(NC(=O)Nc3ccc4c(c3)OCO4)ccc2O[C@@H]1CN(C)S(C)(=O)=O	-7	13	-1	-5	-42	2	-16
CCn1nnnc1SCC(=O)NC1Cc2ccccc2C1	-14	25	-2	3	-2	-2	-13
CC(C)CNC(=O)c1cccc(NC(=O)c2ccc(Cl)c([N+](=O)[O-])c2)c1	5	32	/	9	0	0	-1
O=C(NCCc1ccccc1)c1cccnc1N1CCCCCC1	-19	/	0	4	-2	-1	10
N#C[C@H]1[C@@H](c2ccccc2/C=C/c2ccccc2)[C@@H](CO)N1S(=O)(=O)c1cccc(F)c1	8	19	9	-1	/	4	3
O=C(Cn1nnc(-c2ccc(Cl)cc2)n1)NC(=O)NC1CCCC1	-10	6	-4	-4	/	1	0
COCC(=O)Nc1ccc2c(c1)C(=O)N(C)C[C@@H](OC)[C@H](C)CN(C(=O)c1cnccn1)[C@@H](C)CO2	13	/	-7	0	7	-1	10
CC(=O)c1cccc(NC(=O)COC(=O)c2ccc3c(c2)OCO3)c1	-4	3	0	-2	-5	0	-2
COc1cccc(-c2cccc(-c3nc(C(=O)NCC(F)(F)F)cc4c3[C@H](CCO)N([S@@](=O)C(C)(C)C)C4)c2)c1	7	45	1	4	4	-3	54*
COc1cc(/C=C/C(=O)OCC(=O)c2ccccc2)cc(OC)c1OC	9	-1	0	-14	-3	-1	0
COC(CNC(=O)[C@H](CSCc1ccccc1)N1Cc2ccccc2C1=O)OC	-13	-11	1	8	/	-1	1
CC(C)CC#Cc1cnc2c(c1)C(=O)N([C@H](C)CO)C[C@@H](C)[C@@H](CN(C)Cc1ccc(F)cc1)O2	5	/	4	?	3	-5	0
O=C(NC(C(=O)N/N=C/c1cc([N+](=O)[O-])ccc1O)c1n[nH]c(=O)c2ccccc12)c1ccccc1 (centres undefined)	5	4	5	0	68*	2	-5
O=c1cc(NC2CCCCC2)[nH]c(=O)[nH]1	-5	4	-7	3	-13	-4	8
CN1c2ccc(Br)cc2[C@H]2[C@H](CCN2C(=O)C2CCOCC2)[C@@H]1CO	-7	-3	-1	1	-9	7	-3
O=C(CN1C(=O)NC2(CCCCCC2)C1=O)N1CCN(S(=O)(=O)c2ccccc2)CC1	8	-3	-3	0	/	1	8
Cc1ccc(S(=O)(=O)N[C@@H]2CC[C@@H](CCNC(=O)c3ccccc3F)O[C@@H]2CO)cc1	11	1	-2	-4	-1	3	-6
COc1ccc(NC(=O)Nc2ccc3c(c2)C(=O)N([C@@H](C)CO)C[C@@H](C)[C@@H](CN(C)S(=O)(=O)c2ccc(OC)cc2)OCCCC[C@H](C)O3)cc1	12	-2	/	-6	-18	/	5
CO[C@H]1CN(C)C(=O)c2cc(C#N)ccc2OC[C@H]2O[C@@H](CC[C@@H]2OC)CCN(C)C(=O)[C@H]1C	-24	-2	-1	3	-5	4	-8
CCC(=O)N1[C@@H](CO)[C@@H](c2ccc(-c3cccc(F)c3)cc2)[C@@H]1CN(C)C(C)=O	2	2	2	-4	-12	-2	2
Cc1ccc(NC(=O)C2CC(=O)N(Cc3ccco3)C2)cc1 (centres undefined)	0	-20	1	?	5	0	-8
Cc1ccc(S(=O)(=O)CCC(=O)OCC(=O)Nc2sccc2C#N)cc1	-9	9	/	-9	/	3	7
CC(C)NC(=O)N(C)C[C@@H]1Oc2ccc(NS(C)(=O)=O)cc2C(=O)N([C@@H](C)CO)C[C@H]1C	3	-9	7	4	-12	-2	-5
C[C@H]1CN([C@@H](C)CO)C(=O)CCCn2cc(nn2)CO[C@@H]1CN(C)C(=O)Nc1ccccc1C(F)(F)F	-1&-6	-17&2	-3&-2	8&-1	0	1&0	0&-1&-3
O=C(NCc1ccccc1)c1cc(C2COCCN2C(=O)C/C=C/c2ccccc2)on1 (centres undefined)	24	-10	-1	-10	/	6	-1
CCCCNC(=S)NNc1c(Cl)cc(Cl)cc1Cl	-3	-10	0	-1	0	2	0
C[C@@H]1CCCCO[C@@H](CN(C)Cc2ccc(C(=O)Nc3ccccc3N)cc2)[C@@H](C)CN([C@H](C)CO)C(=O)c2cc(NC(=O)Nc3cccc4ccccc34)ccc2O1	-3	14	/	0	/	-1	-5
CC1(C(=O)NCC2CC2)CCN1C(=O)C1(c2ccc(Cl)cc2)CC1 (centres undefined)	-11	5	-1	-7	/	/	-4
COCC#Cc1cnc2c(c1)C(=O)N([C@H](C)CO)C[C@H](C)[C@H](CN(C)C(=O)Nc1c(C)noc1C)O2	-11	/	7	19	2	-1	-3
Cc1ccc(C)c(NC(=O)CSc2sc3c(O)cc(=O)[nH]c3c2C#N)c1	-16	-4	4	1	-16	47*	13
C[C@@H]1CN([C@@H](C)CO)C(=O)c2cc(NS(=O)(=O)c3cn(C)cn3)ccc2O[C@@H](C)CCCCO[C@@H]1CN(C)C(=O)C1CCCCC1	2	-10	1	7	-19	-1	-12
COCC(=O)Nc1ccc2c(c1)C(=O)N(C)C[C@@H](OC)[C@H](C)CN(Cc1cccc(F)c1)[C@H](C)CO2	-3	8	-2	-6	-7	-2	-5
Cc1ccccc1C(=O)NC(CC(C)C)C(=O)Nc1ccc(S(N)(=O)=O)cc1 (centres undefined)	37	6	1	-2	-9	1	7
O=C(COC(=O)c1cccc(Cl)c1)NCCN1C(=O)CSC1=O	1	45	4	/	/	-2	0
CCn1c(SCC(=O)Nc2ccc3c(c2)OCCO3)nnc1-c1ccco1	19	/	-2	-1	11	4	-22
C[C@H](O)C#Cc1cnc2c(c1)C(=O)N([C@@H](C)CO)C[C@H](C)[C@@H](CN(C)C(=O)c1ccncc1)O2	2	/	-1	-10	-7	1	-11
COc1ccc(C=O)cc1OC1C=CCCC1 (centres undefined)	-12	0	-3	3	-16	/	4
COc1cc(OC)cc(C(=O)OCC(=O)Nc2ccc3[nH]c(=O)[nH]c3c2)c1	1	11	-3	-7	-1	-1	-2
CCCC1(c2ccccc2)NC(=O)N(CC(=O)Nc2cc(S(=O)(=O)N3CCOCC3)ccc2Cl)C1=O (centres undefined)	13	9	/	/	-8	-5	8
Cc1ccnc2nc(C(=O)OC(C)C(=O)NCc3ccccc3)nn12 (centres undefined)	-1	-9	3	3	8	1	7
O=C(NCCc1ccccc1)c1cnc2n(c1=O)CCS2	-11	-101	-1	/	-5	2	-19
CC(C)(C)c1cnnn1-c1ccc([N+](=O)[O-])cc1	21	5	-5	0	/	3	6
CC(C)=CCC/C(C)=C/CNC(=O)C[C@H]1C[C@H](C(=O)N(C(C)C)C(C)C)[C@@]2(C)c3[nH]c4cc(-c5ccco5)ccc4c3CCN2C1=O	/	5	-4	8	-3	4	5
Cc1csc(NC(=S)NC(=O)c2ccccc2)n1	-69	-154	1	1	6	-2	-59
COc1cc(CC(=O)Nc2ccccc2N2CCCCC2)cc(OC)c1OC	7	10	-4	-8	-7	6	10
O=C(Nc1nnc(SCc2ccc(F)cc2)s1)c1cccnc1Cl	-9	-5	-1	0	-3	4	-1
CN(CCc1ccccc1)C(=O)c1ccc(NC(=O)Cc2ccc(NC(=O)C3CCCN(C(=O)C4CCCC4)C3)cc2)cc1 (centres undefined)	-4	29	-4	-15	2	-3	12
O=C(OCc1nnc(-c2ccccc2)o1)c1ccc(Br)o1	8	-12	-1	3	-1	-1	4
O=C(NC1CCCC1)[C@@H]1[C@@H](CO)[C@@H]2Cn3c(cccc3=O)[C@H]1N2Cc1cc(F)ccc1F	8	/	4	1	-25	-2	3
O=C1OCCN1C(=O)[C@H]1[C@H](c2ccccc2)C(c2ccccc2)=NN1c1ccc(Br)cc1	23	-6	-8	3	-10	-1	2
COc1ccc(CCNC(=O)c2cc3c(cc2Cl)N2CCCCCC2=NS3(=O)=O)cc1	0	-13	3	-3	-1	0	8
COc1ccccc1NC(=O)c1ccc(COc2ccccc2Br)o1	4	-9	0	7	-13	5	2
C[C@H](O)C#Cc1ccc2c(c1)O[C@H](CN(C)C(=O)Nc1ccccc1)[C@H](C)CN([C@H](C)CO)S2(=O)=O	-2	-10	2	9	-2	-2	-13

Three compounds already listed, ordered by heavy-atom count, ascending.
Structure	LGR2 inh	PAX8 reporter	SIRT5 block	DENV2 CPE	ARNT-TACC3 inh	CASP6 VEID inh	EWS-Fli inh
Cc1csc(NC(=S)NC(=O)c2ccccc2)n1	-69	-154	1	1	6	-2	-59
Cc1ccnc2nc(C(=O)OC(C)C(=O)NCc3ccccc3)nn12 (centres undefined)	-1	-9	3	3	8	1	7
O=C1OCCN1C(=O)[C@H]1[C@H](c2ccccc2)C(c2ccccc2)=NN1c1ccc(Br)cc1	23	-6	-8	3	-10	-1	2

Further compounds follow:
Structure	LGR2 inh	PAX8 reporter	SIRT5 block	DENV2 CPE	ARNT-TACC3 inh	CASP6 VEID inh	EWS-Fli inh
CC(=O)c1cccc(OCc2cc(C(=O)N3CCSCC3)no2)c1	-36	-250	-1	10	-4	-6	-105
COc1ccc(-c2cc3ccc(OCC(N)=O)cc3oc2=O)cc1OC	4	-45	6	-4	-2	0	/
C[C@@H]1CN([C@@H](C)CO)C(=O)c2ccccc2-c2ccccc2CO[C@H]1CN(C)Cc1ccccc1C(F)(F)F	14	79*	28*	-9	/	2	23
CC(OC(=O)CC1CCCC1)C(=O)Nc1ccc(Cl)cn1 (centres undefined)	9	5	4	3	-3	10	5
CCCn1c(N)c(C(=O)CSc2nnc(Cc3cccs3)n2C2CC2)c(=O)n(C)c1=O	1	10	-3	2	-16	-1	5
O=C(O)c1cc(Br)ccn1	/	11	3	-1	-15	-2	0
CN(C)C(=O)C[C@@H]1CC[C@H]2[C@@H](COC[C@@H](O)CN2Cc2ccc(C(F)(F)F)cc2)O1	-2	15	/	1	-1	/	-7
COc1ccc(NC(=O)NC(C)c2ccc3c(c2)OCO3)cc1OC (centres undefined)	-6	/	-2	15	-3	-3	6
C[C@H]1CN([C@@H](C)CO)S(=O)(=O)c2ccc(C#Cc3ccc(F)cc3)cc2O[C@H]1CN(C)C(=O)NC1CCCCC1	22	78*	20*	-11	7	-4	8
Cc1ccc(OCCOC(=O)c2cccc(S(=O)(=O)N3CC(C)OC(C)C3)c2)cc1 (centres undefined)	-17	-6	0	4	-10	1	-7
O=C(NCc1ccco1)c1cc(S(=O)(=O)N2CCCC2)ccc1Cl	2	-24	1	-3	-14	5	/
CC(C)CNC(=O)[C@@H]1CSC2c3ccccc3C(=O)N21 (some centres undefined)	-9	3	-5	-3	10	1	2

Hits appear at their usual frequency; overall some 4.9% were active at least once.
